AMA1-RON2 inh = qHTS for Inhibitors of AMA1-RON; Towards Development of Antimalarial Drug Lead: Primary Screen; AlphaScreen AMA1-biotinylated RON2 peptide binding; Potency, µM (doses to about 58.2 µM), for the others: top-dose activity change, negative = inhibition, hits mostly inhibitors; 0.2% of 360,000 active; AID 720542, 2013;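 note: potency is the fitted concentration of half-maximal effect; 0% = vehicle wells and -100% = peptide control; nearly all actives have a fitted effect of over 45% in size; some results filed as inactive show a strong effect at the top dose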
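AMA1 (3D7) with his tag at 25 nM final met compounds first, then biotinylated RON2 peptide at 25 nM; detection used donor plus acceptor beads, 10 µg/mL apiece, read by AlphaScreen after 30 min at room temperature.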
AmpC inh detg = qHTS Inhibitors of AmpC Beta-Lactamase (assay with detergent) | P00811 | AmpC hydrolysis of nitrocefin, absorbance 480 nm, 0.01% Triton | Potency, µM (series often up to 114 µM), for the others: at the highest dose activity change, negative = inhibition, hits mostly inhibitors | 0.041% of 370,000 active;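 note: potency is the fitted concentration of half-maximal effect; 0% = no-compound wells and -100% = no-enzyme wells; nearly all actives have a fitted effect of over 25% in size; some results filed as inactive show a strong effect at the top dose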
Target sequence (P00811 whole entry, looked up): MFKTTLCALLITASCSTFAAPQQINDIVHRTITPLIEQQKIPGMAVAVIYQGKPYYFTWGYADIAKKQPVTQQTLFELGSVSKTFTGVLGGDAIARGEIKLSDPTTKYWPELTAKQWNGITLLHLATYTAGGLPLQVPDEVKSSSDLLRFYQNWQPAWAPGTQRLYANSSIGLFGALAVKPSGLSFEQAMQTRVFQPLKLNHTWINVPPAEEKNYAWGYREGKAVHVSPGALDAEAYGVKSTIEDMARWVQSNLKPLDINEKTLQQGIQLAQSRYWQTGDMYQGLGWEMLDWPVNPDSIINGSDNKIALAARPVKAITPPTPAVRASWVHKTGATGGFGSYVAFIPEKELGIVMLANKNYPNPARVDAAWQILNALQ
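AmpC (5.3 nM in the dispensed reagent) in 20 mM phosphate pH 7.0 with 0.01% (detergent screen) or 0.0001% Triton X-100 was preincubated with compounds for 15 min at room temperature. Nitrocefin was then added from an 800 uM solution, and hydrolysis was followed at 480 nm.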
HCV inhibitor = qHTS Assay for Inhibitors of Hepatitis C Virus (HCV); Huh7.5.1 HCVcc-Cre infection, luciferase reporter, 44 h; Potency, µM (highest dose often 41.8 µM), without a hit: at the top dose activity change, negative = inhibition, most hits filed as inhibitors; 3.4% of 340,000 active; note: potency is the fitted concentration of half-maximal effect
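Luciferase read-out (15 sec integration) after a 15 min room-temperature substrate step quantifies HCVcc-Cre infection. Cells, 1,000 per well, had compound added 4 h post-plating, then virus at ~0.5 moi, and were cultured 44 h.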
HCMV inh = qHTS Assay for inhibitors of the human cytomegalovirus (HCMV); AID 1259415, 2018; 4.5% of 410,000 active; activity change, negative = inhibition, % at 57.5 µM; HFF cells, HCMV-luciferase reporter, 72 h; stronger effect = lower value; in the data active = activity change below about -60%; inconclusive = no clear call, values can overlap the other calls; inactive = above about -39%
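Two compound doses tested in HFFs infected with HCMV-luciferase, MOI 1 PFU/cell, 72 h at 37C. Lysate luminescence read with OneGlo; data normalized against buffer-only and 10uM Salinomycin inhibitor controls.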
TbPYK inhibitor = qHTS of Trypanosoma Brucei Inhibitors; 0.12% of 410,000 active; AID 624173, 2012; TbPYK enzyme, Kinase-Glo Plus ATP luminescence, 45 min; Potency, µM (doses to about 76.8 µM), for the others: top-dose activity, negative = inhibition, hits mostly inhibitors; pyruvate kinase (Trypanosoma brucei), Q57TT1; note: potency is the fitted concentration of half-maximal effect; nearly all actives have a fitted effect of over 50% in size
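Luminescent Kinase-Glo Plus end-point after 45 min room-temperature reaction of T. brucei pyruvate kinase started with 130 uM ADP (final). Buffer TEA 50 mM pH 7.2 with KCl, MgCl2, BSA, Tween-20; titration-based qHTS with fitted concentration-effect curves.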
AmpC inh no detg = qHTS Inhibitors of AmpC Beta-Lactamase (assay without detergent). Potency, µM (top dose mostly 57.1 µM), inactives show top-dose activity change, negative = inhibition, hits mostly inhibitors. 0.52% of 330,000 active. AID 485341, 2010. AmpC nitrocefin hydrolysis, absorbance 480 nm, 0.0001% Triton. P00811;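 note: potency is the fitted concentration of half-maximal effect; plate controls were no compound for no effect and no enzyme for full effect; nearly all actives have a fitted effect of over 20% in size; some results filed as inactive show a strong effect at the top dose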
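20 mM phosphate pH 7.0 + 0.01% (detergent screen) or 0.0001% Triton X-100; 5.3 nM AmpC reagent; cpd preinc 15 min RT; nitrocefin (800 uM stock) to start; A480 q20 s × 4 min; Activity was normalised to no-enzyme and no-compound control wells.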
LmPK inh = qHTS Assay for Inhibitors of Leishmania Mexicana Pyruvate Kinase (LmPK); Q27686; 0.37% of 290,000 active; purified LmPK, Kinase-Glo ATP luminescence, 1 h; Potency, µM (titrated, usually from 57.5 µM), for inactives: at the top dose activity change, negative = inhibition, hits mostly inhibitors; note: potency is the fitted concentration of half-maximal effect
Target sequence (Q27686 whole entry, looked up): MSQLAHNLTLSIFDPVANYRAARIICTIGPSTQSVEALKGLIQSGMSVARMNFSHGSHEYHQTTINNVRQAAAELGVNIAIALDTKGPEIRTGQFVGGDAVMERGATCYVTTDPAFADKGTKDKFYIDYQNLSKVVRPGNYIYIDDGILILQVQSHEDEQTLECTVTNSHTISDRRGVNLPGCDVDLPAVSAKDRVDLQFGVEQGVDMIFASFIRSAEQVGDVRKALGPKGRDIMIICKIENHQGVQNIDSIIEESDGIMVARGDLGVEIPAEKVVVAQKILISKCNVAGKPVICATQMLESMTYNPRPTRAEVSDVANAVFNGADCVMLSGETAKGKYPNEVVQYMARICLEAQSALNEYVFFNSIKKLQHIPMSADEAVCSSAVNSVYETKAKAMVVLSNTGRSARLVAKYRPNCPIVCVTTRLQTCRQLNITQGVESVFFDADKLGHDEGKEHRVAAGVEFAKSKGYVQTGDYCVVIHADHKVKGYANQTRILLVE
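Purified LmPK (0.1 nM) converted ADP (0.1 mM) to ATP with PEP (0.5 mM) in imidazole buffer pH 7.2 with KCl and MgCl2, 1 h at room temperature. ATP was read by Kinase-Glo luminescence; data normalized to uninhibited and no-enzyme controls.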
* marks the source's active call; other numbers are inactive results; ? = inconclusive; nt = no result given; [ ] = remark or other dose. Unless noted, calls come from the whole dose curve; as a rule, active = well fitted curve in the direction sought with a large enough effect; inconclusive = small, poorly fitted or top-dose-only effect, or another doubt; inactive = no such curve, though single readings can be large; an effect the other way counts as inactive or inconclusive. Unless noted, % is set by controls: 0 for no effect and ±100 for the full control effect.

SMILES | AMA1-RON2 inh | AmpC inh detg | HCV inhibitor | HCMV inh | TbPYK inhibitor | AmpC inh no detg | LmPK inh
O=C(CCCN1C(=O)[C@H]2CC=CC[C@H]2C1=O)NCc1nc(-c2ccccc2)no1 | 16% | ? | -7% | 18 | 20% | 37% | -5%
CN(Cc1cccnc1)C(=O)c1cc(COc2ccc3c(c2)CCCC3)on1 | 8% | -12% | nt | -65* | -3% | 167%[activator] | 0%
CC(=O)c1ccc(-c2ccc(C(=O)N3CCN(c4ccc(F)cc4)CC3)o2)cc1 | -22% | -18% | ? | -9 | 1% | 64%[activator] | -3%
Cc1cccc(NC(=O)c2ccc(S(=O)(=O)N3CCCC3)cc2)c1C | -4% | -1% | -3% | -26 | -12% | -18% | 5%
CCNC(=O)CC1C(=O)N(c2ccc(F)cc2)C(=O)N1Cc1cccs1 (stereo not drawn) | 3% | ? | 5% | 15 | -4% | -12% | 0%
Cc1nc2ccc(Cl)cc2c(-c2ccccc2)c1C(=O)O | -2% | -3% | -8% | -27 | -4% | -34% | 4%
Cc1ccc2oc3nc(C)c(C(=O)O)cc3c(=O)c2c1 | -3% | -4% | 6% | 28 | ? | -40% | 16µM*
O=C(Nc1ccc2c(c1)OCCO2)C(=S)NCc1ccccc1 | 107%[activator] | ? | 17% | 4 | -1% | -21% | -4%
O=C(COc1ccccc1Cl)N1CCN(c2ccc([N+](=O)[O-])c(N3CCOCC3)c2)CC1 | -9% | -4% | ? | -17 | -4% | -3% | 3%
O=C(c1cc(Cl)ccc1[N+](=O)[O-])n1cnc2ccccc21 | -9% | 0% | 5% | ? | -6% | -7% | 0%
CC1CC(C)CN(CCCNC(=O)c2ccc3nc(N4CCOCC4)sc3c2)C1 (stereo not drawn) | -8% | -14% | -18% | -17 | -7% | -13% | -11%
Cc1ccc2c(c1)C(=O)C(=O)N2Cc1ccc(OC(C)C)cc1 | nt | 5% | nt | -76* | 4% | nt | nt
CN(C)CC(O)COc1cc2ccccc2cc1C(=O)N1CCCCC1 (stereo not drawn) | -1% | -8% | 14% | 2 | 0% | 19% | -2%
CS(=O)(=O)N1CCc2cc(C(=O)Nc3ccccc3)ccc21 | -6% | -1% | -8% | 128 | 1% | 9% | 4%
O=C(O)/C=C/C(=O)NC1CC1 | 4% | -7% | 12% | ? | -3% | -11% | 1%
CCN(CC)CCOc1cccc(C(C)C)c1 | 5% | ? | -11% | 37 | 22% | -13% | -2%
CN(C)c1ccc(-c2ccnc3c2CC(C)(C(=O)NCc2ccccc2)O3)cc1 (stereo not drawn) | ? | nt | nt | -27 | 4% | nt | nt
C#CCSc1ncc(S(=O)(=O)c2ccccc2)c(=O)[nH]1 | -10% | ? | 9% | -21 | 4% | -13% | 4%
O=C(CSc1nncs1)N1c2ccccc2Sc2ccccc21 | 0% | -9% | -17% | -35 | -2% | -16% | 2%
NC(=O)NC(CC(=O)NNC(=O)c1cccs1)c1ccc(Cl)cc1 (stereo not drawn) | 48%[activator] | nt | 2% | -7 | 4% | -23% | nt
CCOC(=O)[C@H]1[C@H]2COc3ccc(Cl)cc3[C@@H]2N2C(=O)[C@H](C)NC(=O)[C@@]12C | 10% | nt | ? | nt | 2% | nt | nt
O=C(c1cc(C2CC2)on1)N1CCOCC1 | -2% | -11% | -5% | 13 | 7% | -25% | 0%
O=c1c(Cc2ccc(F)cc2)c(O)ccn1CCCN1CCOCC1 | 52%[activator] | 0% | -4% | 27 | 3% | -1%[2.29 µM] | 2%
O=C(O)CC(CNS(=O)(=O)c1ccccc1)c1ccccc1 (stereo not drawn) | 0% | ? | ? | -75* | 1% | 2.5µM* | -1%
Cc1ccc(O)c(C(=O)C=Cc2ccccc2)c1 | ? | nt | ? | 8 | -2% | nt | nt

Compound profiles (already shown).
CN(C)c1ccc(-c2ccnc3c2CC(C)(C(=O)NCc2ccccc2)O3)cc1 (stereo not drawn) is listed as AMA1-RON2 inh: ?; AmpC inh detg: nt; HCV inhibitor: nt; HCMV inh: -27; TbPYK inhibitor: 4%; AmpC inh no detg: nt; LmPK inh: nt
CC1CC(C)CN(CCCNC(=O)c2ccc3nc(N4CCOCC4)sc3c2)C1 (stereo not drawn) is listed as AMA1-RON2 inh: -8%; AmpC inh detg: -14%; HCV inhibitor: -18%; HCMV inh: -17; TbPYK inhibitor: -7%; AmpC inh no detg: -13%; LmPK inh: -11%

Remaining list, next part.
SMILES | AMA1-RON2 inh | AmpC inh detg | HCV inhibitor | HCMV inh | TbPYK inhibitor | AmpC inh no detg | LmPK inh
O=C(Cc1ccc(S(=O)(=O)N2CCOCC2)s1)Nc1cc(Cl)ccc1Cl | -6% | ? | -4% | 19 | -4% | -42% | nt
O=S(=O)(c1ccc(Cl)nc1)N1CCCC1 | -8% | nt | 12% | 4 | -9% | -13% | nt
C=CCC(=O)NC1CCCc2c1cnn2-c1cc(F)cc(F)c1 (stereo not drawn) | 1% | -1% | ? | 0 | 0% | 2% | -6%
C=CCNC(=O)O/N=C/c1csc([N+](=O)[O-])c1 | -5% | -7% | -4% | -13 | -4% | -15% | 5%
CC(=O)Nc1cccc(NC(=O)c2ccc3[nH]c(C)c(C)c3c2)c1 | 9% | ? | -17% | 16 | -20% | -29% | 0%
O=c1c2c3c(sc2n(CCN2CCCC2)c(=O)n1Cc1ccco1)CCCCC3 | -17% | 5% | 10µM* | -21 | -4% | 24% | 5%
COc1ccc(C(=O)C2CCCN(C(=O)c3cc(C)nc(C)n3)C2)cc1OC (stereo not drawn) | -15% | 6% | 10% | 70 | 2% | -4% | 0%
c1coc(Cn2c(SCc3nc4ccccc4[nH]3)nnc2-c2cnccn2)c1 | 26% | -12% | -11% | -36 | -16% | -16% | 1%
O=C(NCCC1=CCCCC1)c1ccc(Cl)c([N+](=O)[O-])c1 | -1% | 0% | 0% | 38 | -5% | -25% | 0%
COc1ccc(S(=O)(=O)N2CCN(C)CC2)cc1NC(=O)c1ccccc1 | -2% | 2% | 9% | ? | 3% | 18% | -1%
COc1ccc(-c2nnc3sc(-c4ccccn4)nn23)cc1 | nt | ? | nt | nt | nt | -21% | 0%
COc1ccccc1C(=O)Nc1ccc(OCC(=O)N2CC(C)CC(C)C2)cc1 (stereo not drawn) | 12% | 0% | ? | -26 | -7% | 57% | nt
CCCc1nnc(NC(=O)C2CC(=O)N(C3CCCC3)C2)s1 (stereo not drawn) | -7% | 0% | 15% | -13 | -13% | -8% | -1%
O=[N+]([O-])c1ccccc1S(=O)(=O)Nc1cccc(-c2ccc(N3CCCC3)nn2)c1 | -9% | -15% | -16% | 11 | -2% | -38% | nt
ON=C(CCc1ccccc1)CCc1ccccc1 | -6% | nt | 11% | -75* | -3% | nt | nt
CCOC(=O)N1CCN(CC(O)COC2CC(C)CCC2C(C)C)CC1 (stereo not drawn) | -1% | 2% | -10% | 25 | 4% | 172%[activator] | 2%
O=C(c1ccco1)N1CCN(C(=O)c2ccc(COc3ccc(F)cc3)o2)CC1 | -4% | -7% | -3% | 8 | 0% | 42% | 7%
O=C(O)c1cc(S(=O)(=O)NCCN2CCNC2=O)ccc1O | 19% | -11% | -2% | -15 | 2% | -3% | -5%
Cc1cnc(CNC(=O)CC2C(=O)NCCN2Cc2ccccc2F)cn1 (stereo not drawn) | 98%[activator] | 4% | 11% | ? | 1% | -8% | -15%
COc1ccc(N2C(=O)CS(=O)(=O)C23C(=O)N(Cc2cccc(F)c2)c2ccccc23)cc1OC (stereo not drawn) | nt | 3% | nt | -5 | -1% | nt | nt
CCN1CCN(C(=O)c2c(-c3c(F)cccc3Cl)noc2C)CC1 | -2% | -9% | -5% | -13 | -1% | -3% | -5%
CC(=O)C[C@@H](O)CC(=O)[C@H]1OC(=O)[C@@H](C)C/C=C\Cc2ccccc21 | -3% | nt | -13% | 3 | 5% | 1% | nt
CCCN1CCC(NC(=O)CCc2nnc(-c3ccccc3)o2)CC1 | -18% | 8% | 9% | 62 | -1% | -8% | -4%
CCCCN(CCCC)Cc1cc(=O)oc2ccccc12 | 0% | nt | nt | -5 | 0% | nt | nt
COc1cc(NC(=O)C2=CC(c3ccc(C)cc3)=NS(=O)(=O)N2C)cc(OC)c1OC | 0% | ? | ? | 9 | -2% | 53% | -2%

The results go on.
SMILES | AMA1-RON2 inh | AmpC inh detg | HCV inhibitor | HCMV inh | TbPYK inhibitor | AmpC inh no detg | LmPK inh
CCOc1ccc(NC(=S)NCC(c2cccnc2)N2CCOCC2)cc1 (stereo not drawn) | 3% | -1% | 5% | -21 | -13% | -15% | 1%
OC[C@@H]1CN(CCN2CCOCC2)C[C@H](n2cnc3c(N4CCOCC4)ncnc32)O1 | -3% | nt | nt | 3 | 3% | nt | nt
COc1cc(SC)ccc1C(=O)Nc1nccs1 | -17% | -1% | ? | 3 | 5% | 9% | -15%
CCc1ccc(CN2CCC(Oc3cc(C(=O)NC4CC4)ccc3OC)CC2)cc1 | -1% | nt | nt | -2 | -4% | nt | nt
COc1ccc(-c2[nH][nH]c(=O)c2NC(=O)c2ccccn2)cc1 | 2% | nt | nt | -6 | -11% | nt | nt
O=c1c(CO)cc(CO)cc(CO)c1O | 22µM* | -9% | 13% | -1 | 1% | -5% | 5%
Cc1cc(O)c(C(=O)/C=C/c2ccc(C(C)C)cc2)c(=O)o1 | 78%[activator] | -5% | -5% | 34 | 0% | 13µM* | -4%
CC1=C(C(=O)NCCc2ccc(Cl)cc2)C2(CCCCC2)OC1=O | nt | 11% | nt | 0 | -3%[15.4 µM] | nt | nt
CCN(CC)C(=O)CSc1nc(O)cc(=O)n1CC | -4% | 4% | 1% | -19 | -1% | -19% | 1%
CC/C(=N\NC(=O)C1CCCC1)c1cccc(Br)c1 | 0% | 4% | -4% | 26 | -5% | -10% | 4%
Cc1ccc(S(=O)(=O)N2CCCCCC2)cc1C(=O)NCc1ccccn1 | 38%[activator] | 0% | 6% | -11 | 5% | 6% | -7%
Cc1cccc(NC(=O)CNC(=O)Cn2ncc(Cl)c(Cl)c2=O)c1C | -7% | nt | 0.71µM* | nt | -8% | -21% | nt
OCCC1CN(Cc2cccc3c2OCO3)CCN1C1CCCC1 (stereo not drawn) | 14% | -3% | -7% | 10 | 3% | -3% | -4%
O=C(Cc1csc(NC(=O)Nc2ccc(Cl)cc2)n1)NC1CCCC1 | 0% | -2% | 7.1µM* | ? | -3% | -31% | nt
